Lamin A splicing = modulators of lamin A splicing; 0.01% of 200,000 active; Potency, µM (titrated, usually from 46.1 µM), inactives show at the highest dose ratio change, negative = inhibition, most hits filed as inhibitors; AID 1487; HeLa LMNA splicing GFP/RFP minigene ratio, 48 h; active means well fitted inhibition curve with a large enough effect in the signal ratio, with a control signal flat, not every such curve was filed as active; inconclusive means small, poorly fitted or top-dose-only effect, or effect the other way, or a change in a side signal; the % refers to the signal ratio; further: potency means the concentration at half of the fitted maximal effect; on the % scale 0 is the no-effect control and ±100 the full control effect
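S3 HeLa stable clones carrying a lamin A-EGFP splicing minigene plus DsRed2 were seeded at 600 cells/well in Opti-MEM with 2% FBS, pin-dosed and incubated 48 h at 37°C. Acumen cytometry (488 nm) gave the GFP/RFP total-intensity ratio.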
Luc counter = Kinase-Glo luciferase inhibition (counter-screen) | Q27757 | Kinase-Glo luciferase, ATP luminescence, 8 min | Potency, µM (titrated, usually from 38.3 µM), inactives show at the top dose activity change, negative = inhibition, hits mostly inhibitors | 0.28% of 200,000 active | AID 1379; further: potency means the concentration at half of the fitted maximal effect; on the % scale 0 is the no-effect control and ±100 the full control effect; nearly all actives have a fitted effect of over 60% in size
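Light output from Kinase-Glo luciferase with luciferin and 10 uM ATP in 50 mM imidazole pH 7.2, KCl, MgCl2, Tween 20, BSA; compound pin-delivered, 8-min ambient incubation, then luminescence read.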
HTT ATP protect = Huntington cell model cytoprotection by ATP luminescence | PC12 HTT-Q103 induced, cytoprotection, ATP luminescence, 40 h | Potency, µM (series often up to 56.4 µM), for inactives: cytoprotection (ATP increase), actives largely listed as activators | 0.14% of 230,000 active;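 further: potency means the concentration at half of the fitted maximal effect; % of control where 0% means no effect; nearly all actives have a fitted effect of over 45% in size; toxic huntingtin expression switched on by the ecdysone agonist tebufenozide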
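Compounds were screened for protection of PC12 cells against cell death after tebufenozide induction (100 nM final) of mutant Huntingtin exon 1 (Q103) fused to GFP.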
HTT aggregate = inhibitors of mutant huntingtin aggregate formation in PC12 cells; PC12 HttQ103-GFP aggregates, Acumen cytometry, 40 h; Potency, µM (highest dose often 46.1 µM), for the others: at the top dose activity change, negative = inhibition, actives largely listed as inhibitors; 1.1% of 220,000 active; further: potency means the concentration at half of the fitted maximal effect; on the % scale 0 is the no-effect control and ±100 the full control effect; nearly all actives have a fitted effect of over 60% in size
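Multiplexed with ATP-based cell death, this channel scores GFP aggregates in PC12 cells expressing inducible HTTex1-Q103-GFP. Induction used 100 nM tebufenozide; compounds were tested in concentration series.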
CBFb-RUNX1 inh = inhibitors of human CBF-beta and RUNX1 interaction; Potency, µM (highest dose often 59.8 µM), for the others: top-dose activity, negative = inhibition, most hits filed as inhibitors; Q01196+Q13951; 230,000 tested, under 10 active; AlphaScreen CBFb-His/RUNX1-biotin binding, biochemical; AID 1477; further: % of control where 0% means no effect
Target sequence (Q01196 whole entry, looked up): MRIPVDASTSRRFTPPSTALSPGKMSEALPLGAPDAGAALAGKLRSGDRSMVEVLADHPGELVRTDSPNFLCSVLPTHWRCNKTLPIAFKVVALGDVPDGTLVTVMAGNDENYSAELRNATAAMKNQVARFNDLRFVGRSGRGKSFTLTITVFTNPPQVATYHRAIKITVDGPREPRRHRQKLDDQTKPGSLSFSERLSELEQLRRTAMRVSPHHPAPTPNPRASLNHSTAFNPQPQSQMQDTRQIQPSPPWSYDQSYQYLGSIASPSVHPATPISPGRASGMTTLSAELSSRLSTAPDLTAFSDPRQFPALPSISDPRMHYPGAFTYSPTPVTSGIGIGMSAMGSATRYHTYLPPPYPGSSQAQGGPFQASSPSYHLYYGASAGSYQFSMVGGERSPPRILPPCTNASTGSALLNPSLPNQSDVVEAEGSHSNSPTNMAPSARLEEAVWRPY
Target sequence (Q13951 whole entry, looked up): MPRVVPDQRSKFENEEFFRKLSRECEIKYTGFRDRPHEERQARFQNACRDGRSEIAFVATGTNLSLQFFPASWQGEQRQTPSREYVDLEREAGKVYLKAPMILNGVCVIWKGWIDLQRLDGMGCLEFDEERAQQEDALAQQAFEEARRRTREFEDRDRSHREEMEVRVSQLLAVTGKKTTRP
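Read-out: AlphaScreen. Format: His-CBF-beta with biotinylated RUNX1 (30 nM each) preincubated 20 min, compound 15 min, Ni-chelate plus streptavidin beads 90 min; room temperature throughout.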
IMPase Li cell = cell-permeable IMPase inhibitors with lithium potentiation; 0.35% of 210,000 active; CHO-M1 cells, IP1 TR-FRET (IP-One), carbachol + lithium; Potency, µM (top dose mostly 59.4 µM), inactives show top-dose activity, negative = IMPase inhibition, most hits filed as inhibitors; AID 1457;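 further: IP1 builds up when IMPase is blocked and the TR-FRET signal falls; potency means the concentration at half of the fitted maximal effect; plate controls were basal vehicle for no effect and high inhibitor control for full effect; nearly all actives have a fitted effect of over 50% in size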
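Lithium-sensitised IP1 accumulation assay; M1-expressing CHO cells treated 30 min at 37C with compound. Competitive antibody detection by time-resolved FRET followed a 10 min room-temperature lysis step.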
SMN2 splice enh = enhancers of SMN2 splice variant expression; AID 1458; Potency, µM (doses to about 46.1 µM), for the others: top-dose activity change, positive = activation, hits mostly activators; HEK293 SMN2-luciferase splicing reporter, luminescence, 30-36 h; 2.8% of 210,000 active; further: potency means the concentration at half of the fitted maximal effect; % of control where 0% means no effect; nearly all actives have a fitted effect of over 55% in size
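HEK293 cells carry an SMN2 […]–luciferase reporter in which exon 7 inclusion puts luciferase in frame. Cells were plated 10-12 h before compound addition, then incubated 30-36 h at 37C. ONE-Glo luminescence was read; sodium butyrate at 4.5 mM final served as control.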
An asterisk follows results filed as active; u = inconclusive; x = no result given; & = joins results of further samples; [ ] = dose if it differs, or a comment. Unless noted, the call rests on the fitted dose curve; in most records, active means well fitted curve in the direction sought with a large enough effect; inconclusive means small, poorly fitted or top-dose-only effect, or another doubt; inactive means no such curve, though single readings can be large; an effect the other way counts as inactive or inconclusive.

SMILES | Lamin A splicing | Luc counter | HTT ATP protect | HTT aggregate | CBFb-RUNX1 inh | IMPase Li cell | SMN2 splice enh
O=[N+]([O-])c1ccc(-c2csc(NN=C3CCCC3)n2)cc1 | 15%[46 µM] | 2% | 13%[10 µM] | -1%[9.22 µM] | 2% | 2% | x
COc1ccc2nc(SCc3cccnc3)c(C#N)cc2c1 | -6% | -3% | -2% | -13% | 4% | -8%[38.3 µM] | 3%
COC(=O)c1cc(COC(=O)c2ccc(OC)c(S(=O)(=O)N3CCCC3)c2)oc1C | -3% | -3% | -7%[10 µM] | -4% | 8% | 31%[activator][38.3 µM] | x
CC(C)[C@](N)(C(=O)O)c1ccccc1 | x | -2%[7.66 µM] | -10%[10 µM] | x | x | -3% | -3%[9.22 µM]
C[C@@]1(C(NC(=O)Cc2ccccc2)c2ccc(-c3ccccc3)cc2)C[C@H]1C1CCCCC1 (stereo not given in full) | x | -4% | 6% | x | 23% | -9% | 3%
Cc1cccc(/C=N/NC(=O)c2cccc([N+](=O)[O-])c2)n1 | -20%[46 µM] | -1% | -27% | u | -3% | 2% | -5%
N#CC(C#N)=c1ccc2c(c1)NC1(CCCCC1)N=2 | u | 13µM* | u | u | -27% | 158%[activator][38.3 µM] | -85%[inhibitor]
CSc1ccccc1C(=O)Nc1cccc(C(C)O)c1 (stereo not given) | -9% | 1% | 14% | 17% | -3% | 13%[38.3 µM] | 17%
OCc1c[nH]c2ccccc12 | x | -2% | -18%&-25% | x | 14% | -3%&6% | -7%&-13%
COc1ccc(S(=O)(=O)N2CCN(C(=O)CCC3CCCC3)CC2)cc1 | -19% | 1% | 17% | -15% | 8% | 13%[38.3 µM] | -2%
CCOC(=O)c1c(C)sc2c1N(C(=O)CN(CC)CC)c1cc(Cl)ccc1S2 | u | -3% | 10% | -32% | -1% | 44%[activator][38.3 µM] | -9%
CCCC(NC(=O)c1ccccc1)c1nc2ccccc2n1Cc1ccc(C(=O)OC)o1 (stereo not given) | -8% | 0% | 9%[10 µM] | -8% | 3% | 19% | -5%
Cc1cc(N2CC(C(=O)NCc3cccnc3)CC2=O)ccc1C(C)C (stereo not given) | x | x | -8%[10 µM] | 3%[9.22 µM] | 14% | x | x
O=C(c1cccs1)N1CCN(c2nnc(-c3ccccc3)c3ccccc23)CC1 | u | 0% | -3%[10 µM] | -7%[9.22 µM] | -6% | 26% | x
CCN(CC)S(=O)(=O)c1cccc(NC(=O)C(=O)c2c(-c3ccccc3)cc3ccccn23)c1 | u | -1% | -8% | -21% | -20% | 23%[38.3 µM] | -39%[inhibitor]
Cc1nc2ccccc2n1CC(=O)NCc1ccccc1 | u | -3% | -23%[0.074 µM] | u | -2% | 0%[38.3 µM] | x
Oc1ccc(/C=N/N(Cc2ccccc2)c2ccccc2)c(O)c1O | x | -1% | -7% | 32% | u | 6% | 27%
COC(=O)/C(=C/c1cccnc1)NC(=O)c1ccccc1 | -14% | 2% | 4%[10 µM] | -2% | 4% | -6% | 14%
CCCCCCn1c(O)c(/C=C2\C=NN=C2c2ccccc2)sc1=S | -3% | 0% | 12%[10 µM] | 0% | -3% | -6% | -104%[inhibitor]
C/C(=N\O)C1(C)N(O)C(C)(C)C(c2ccc(Br)cc2)=[N+]1[O-] (stereo not given) | -10% | 1% | -5% | 9% | 3% | -5%[38.3 µM] | 8%
COC(=O)c1ccc(Cn2cc(C(F)(F)F)cc([N+](=O)[O-])c2=O)cc1 | x | -3% | -31%[inhibitor] | -6% | -7% | -4% | 14%
O=C(Nc1ccccc1OC(F)F)c1cc2c(s1)CCC2 | -5% | -2% | 24%[1.9 µM] | 11% | 7% | -3% | 25%
CCOC(=O)C1CCN(CC(=O)c2c(C)[nH]c3ccccc23)CC1 | 8% | 1% | -12% | -4% | -4% | 21%[38.3 µM] | u
CC(C)N(C(=O)CO/N=C/c1cccc([N+](=O)[O-])c1)C(C)C | -1%[46 µM] | -3% | -2% | 9% | 9% | 21% | -22%
O=C(/C=N\O)NCCCNCc1ccccc1 | -2% | -7% | -4% | -6% | -2% | -24%[38.3 µM] | u
O=C(CN1C(=O)c2ccccc2S1(=O)=O)N1CCc2ccccc21 | 5% | 0% | -164%[inhibitor][0.074 µM] | 12% | 12% | -9%[38.3 µM] | -58%[inhibitor]
C/C(=N\Nc1ccc(C(F)(F)F)cn1)c1ccc(S(=O)(=O)NCc2ccco2)cc1 | u | 0% | 28%[0.074 µM] | -7% | 4% | 13% | -24%
COc1cc(C(=O)Nc2ccc(S(=O)(=O)N3CCCCC3C)cc2)cc(OC)c1OC (stereo not given) | u | 1% | -6% | -15% | 1% | 4%[38.3 µM] | 11%
CCCNC(=O)CSc1nccn1Cc1ccc(OC)cc1 | 19%[46 µM] | 0% | -1% | 8% | 2% | -8% | 15%
COCCC1CCCCN1C(=O)c1cccc(OC2CCN(C3CCCC3)CC2)c1 (stereo not given) | 14%[46 µM] | -2% | 11%[10 µM] | 9%[9.22 µM] | -9% | 23% | x
CC(C)Cn1cnc2c1c(=O)n(CC(=O)N(C)C)c(=O)n2Cc1ccccc1 | -8%[46 µM] | 2% | -25% | -3% | -4% | -8% | 4%
COc1cccc(NC(=O)C2CC(=O)N(C)C(=Nc3cccc(F)c3)S2)c1 (stereo not given) | u | 5% | -3%[10 µM] | -15% | 3% | 1%[38.3 µM] | -18%
CN(Cc1cn(C)nc1-c1ccccc1F)CC1CCCCO1 (stereo not given) | x | 2% | -3% | 23% | 0% | 2% | x
COc1ccc(Cl)cc1NC(=S)NNC(=O)CC(C)C | u | 3% | 9%[10 µM] | 6% | -1% | 6% | 12%
Cc1c(Br)c([N+](=O)[O-])nn1CCCC(=O)Nc1c(C)n(C)n(-c2ccccc2)c1=O | x | 4% | -40%[inhibitor] | 6% | 0% | 12% | 1%
Cc1ccc(NC(=O)C(c2ccccc2)N(C)C)cc1Cl (stereo not given) | -26%[46 µM] | 1% | -11%[10 µM] | 14% | 11% | 17% | -27%
Cc1ccc(S(=O)(=O)NC(=O)NCc2ccccn2)cc1 | -5% | -2% | -7% | -5% | -4% | 7%[38.3 µM] | -8%
Cc1ccc2c(c1)c1c(n2CC(O)CNC2CCCCC2)CCCC1 (stereo not given) | x | -4% | -66%[inhibitor] | u | -10% | 23% | -107%[inhibitor]
Cc1ccc(CSc2nnc(-c3ccccn3)n2C)cc1 | 3% | 0% | -16%[0.074 µM] | 11% | 6% | 2%[38.3 µM] | 13%
O=C(c1cc2sccc2n1Cc1ccc(F)cc1)N1CCCc2ccccc21 | -14% | 3% | -18%[10 µM] | u | 5% | 10% | -28%
O=C(O)CN1C(=O)C2C3CC(C2C1=O)C1C(c2ccc(Cl)cc2)c2sc(=O)[nH]c2SC31 (stereo not given) | x | -1% | -6% | -8% | -3% | 2% | -3%
CC1CCN(c2cc(N)c(Cl)cc2[N+](=O)[O-])CC1 | 1% | x | -2% | -8% | -11% | x | x
COc1cc(OC)cc(-c2cc3nc(C)cc(N4CCN(C(=O)c5ccco5)CC4)n3n2)c1 | 20% | 1% | -23% | 1% | -4% | 3%[38.3 µM] | -13%
CCCCCCNC(=O)N[C@@H](C(=O)NCCC[C@H]1CN2C(=NC[C@@H]2Cc2ccccc2)N1CCc1cccc(OC)c1)C(C)C | x | x | -13%[10 µM] | 14%[9.22 µM] | 9% | x | x
c1ccc(CSc2ncn[nH]2)nc1 | u | -4% | x | x | -1% | 9% | 2%
CCOc1ccc(C2C(C(=O)c3ccco3)=C(O)C(=O)N2Cc2cccnc2)cc1 (stereo not given) | 2% | 0% | 5% | -6% | 7% | -7%[38.3 µM] | u
Cc1ccc(NC(=O)CN(C)S(=O)(=O)c2cccs2)cc1F | 2%[0.0737 µM] | -2% | 11% | 4% | -2% | -12%[38.3 µM] | -25%
O=C(O)C1CC=CCC1C(=O)Nc1ccc2c(c1)OCCO2 (stereo not given) | -1% | -1% | 32%[1.9 µM] | -10% | -1% | 10% | -58%[inhibitor]
Cc1nc2ccc(F)cc2cc1C(=O)Nc1cccc(Cl)c1C | -7% | -5% | 26%[10 µM] | -6% | -9% | u | -6%
N#CC(C(=O)c1ccco1)c1ccccn1 (stereo not given) | -6% | 6% | 2%[10 µM] | -27% | 19% | -3% | u
O=C(NCCc1nc2ccccc2[nH]1)c1cccc(Br)c1 | -22%[46 µM] | 0% | -19% | 11% | 2% | -2% | -12%
CSc1ccccc1NC(=O)C1CCCO1 (stereo not given) | -4% | 1% | -12% | 8% | 1% | 0%[38.3 µM] | 7%
CC1(C)N([O-])C(c2cccs2)=C[N+]1=O | 2% | -5% | 14% | 15% | 2% | -3%[38.3 µM] | -3%
Cc1cccc(C2=NN(c3ccccc3)[C@@H](C(=O)N3CCOC3=O)[C@@H]2c2ccc([N+](=O)[O-])cc2)c1 | x | 3%[39.9 µM] | 3% | x | u | 0% | x
c1ccc(-n2nnc3ccccc32)nc1 | 7% | 8% | 0%[0.074 µM] | 16%[9.22 µM] | 1% | 3%[38.3 µM] | 18%
COc1ccc(CCC(=O)NCc2cn3ccccc3n2)cc1 | x | x | 12%[10 µM] | 38%[9.22 µM] | -6% | x | x

Of the compounds above, these have two or more sulfur atoms.
SMILES | Lamin A splicing | Luc counter | HTT ATP protect | HTT aggregate | CBFb-RUNX1 inh | IMPase Li cell | SMN2 splice enh
CCOC(=O)c1c(C)sc2c1N(C(=O)CN(CC)CC)c1cc(Cl)ccc1S2 | u | -3% | 10% | -32% | -1% | 44%[activator][38.3 µM] | -9%
CCCCCCn1c(O)c(/C=C2\C=NN=C2c2ccccc2)sc1=S | -3% | 0% | 12%[10 µM] | 0% | -3% | -6% | -104%[inhibitor]
O=C(O)CN1C(=O)C2C3CC(C2C1=O)C1C(c2ccc(Cl)cc2)c2sc(=O)[nH]c2SC31 (stereo not given) | x | -1% | -6% | -8% | -3% | 2% | -3%
Cc1ccc(NC(=O)CN(C)S(=O)(=O)c2cccs2)cc1F | 2%[0.0737 µM] | -2% | 11% | 4% | -2% | -12%[38.3 µM] | -25%

2 of the compounds above, as labelled records.
O=C(Nc1ccccc1OC(F)F)c1cc2c(s1)CCC2
  Lamin A splicing: -5%; Luc counter: -2%; HTT ATP protect: 24%[1.9 µM]; HTT aggregate: 11%; CBFb-RUNX1 inh: 7%; IMPase Li cell: -3%; SMN2 splice enh: 25%
CCOC(=O)C1CCN(CC(=O)c2c(C)[nH]c3ccccc23)CC1
  Lamin A splicing: 8%; Luc counter: 1%; HTT ATP protect: -12%; HTT aggregate: -4%; CBFb-RUNX1 inh: -4%; IMPase Li cell: 21%[38.3 µM]; SMN2 splice enh: u

Compound activity from PubChem BioAssay.
